LDHA inh: qHTS assay for inhibitors of human lactate dehydrogenase | L-lactate dehydrogenase A chain (Homo sapiens), P00338 | purified LDHA, NADH/diaphorase-resazurin fluorescence; hits give low values | activity change, % (values are at about 110 or 230 µM) | 0.15% of 480,000 active; in the data active = activity change below about -30%; inconclusive = mostly about -25% to -30%;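 also: plate controls were DMSO wells for no effect and wells without enzyme for full effect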
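Human LDH5 (2 nM) was incubated with 0.06 mM NADH and 0.2 mM pyruvate for 5 min at room temperature in Tris pH 7.4. Remaining NADH was coupled through diaphorase/resazurin, and resorufin fluorescence was read at 0 and 20 min.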
Vif-APOBEC3G blk: qHTS for Inhibitors of Vif-A3G Interactions: qHTS. Potency, µM (top dose mostly 46.1 µM), for inactives: at the highest dose activity, negative = active, most hits filed as inhibitors. DNA dC->dU-editing enzyme APOBEC-3G (Homo sapiens), Q9HC16. 0.076% of 410,000 active. AID 602310, 2012. HeLa A3G-eYFP + Vif (tagged APOBEC3G with the HIV-1 protein that degrades it), YFP fluorescence, overnight;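 also: potency is read from the fitted curve at half-maximal effect; % is scaled to controls: 0 for no effect and ±100 for the full control effect; nearly all actives have a fitted effect of over 60% in size; hits raise eYFP signal because A3G escapes Vif-driven loss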
Target sequence (Q9HC16 whole entry, looked up): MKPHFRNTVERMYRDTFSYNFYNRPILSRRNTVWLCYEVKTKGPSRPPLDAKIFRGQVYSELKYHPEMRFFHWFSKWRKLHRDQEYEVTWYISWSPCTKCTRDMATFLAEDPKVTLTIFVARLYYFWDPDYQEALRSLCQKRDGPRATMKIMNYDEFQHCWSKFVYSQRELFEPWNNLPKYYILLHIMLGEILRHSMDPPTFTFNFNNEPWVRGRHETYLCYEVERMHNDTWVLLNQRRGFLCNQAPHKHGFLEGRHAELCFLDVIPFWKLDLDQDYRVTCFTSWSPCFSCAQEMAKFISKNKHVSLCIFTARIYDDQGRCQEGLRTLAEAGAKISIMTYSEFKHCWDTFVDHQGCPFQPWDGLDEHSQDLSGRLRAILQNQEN
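Read-out is eYFP fluorescence (Ex 488/Em 500-530) from Vif-expressing HeLa A3G-eYFP cells; more signal means A3G escaped Vif-mediated degradation. Cells plated overnight, compound pinned in, incubated overnight at 37 deg C.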
Glioma ERSR ind: qHTS for Inducers of the Endoplasmic Reticulum Stress Response (ERSR) in Human Glioma: qHTS; AID 602332, 2012; U87-MG GRP78 promoter luciferase reporter, 16 h; Potency, µM, inactives show at the highest dose activation, most hits filed as activators; 0.02% of 420,000 active; also: potency is read from the fitted curve at half-maximal effect; series mostly up to about 76 µM; % of control where 0% means no effect; nearly all actives have a fitted effect of over 35% in size
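Stably transfected U87-MG glioma cells carrying a GRP78-based luciferase sensor; 16 h compound incubation. Luminescence end-point read 10 min after Bright-Glo addition at room temperature.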
12-LOX inh: Primary qHTS assay for inhibitors of human arachidonate 12S-lipoxygenase (ALOX12): Round 2; 1.1% of 580,000 active; Potency, µM (highest dose often 108 µM), for the others: at the highest dose activity change, negative = inhibition, most hits filed as inhibitors; purified 12hLO, xylenol orange hydroperoxide absorbance; Polyunsaturated fatty acid lipoxygenase ALOX12 (Homo sapiens), P18054; AID 1671190, 2021; also: potency is read from the fitted curve at half-maximal effect; % is scaled to controls: 0 for no effect and ±100 for the full control effect
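Purified human 12hLO at 150 nM in 25 mM Hepes, 0.01% Triton X-100, pH 7.0, preincubated 15 min at room temperature with compound. Reaction started with 40 uM arachidonic acid, 30 min at room temperature. Hydroperoxide measured by Fe-xylenol orange, 573/405 nm absorbance ratio.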
Vif-A3F inh: qHTS for Inhibitors of Vif-A3F Interactions: qHTS; Potency, µM (titrated, usually from 46.1 µM), for the others: at the top dose activity, negative = active; AID 602313, 2012; 0.2% of 390,000 active; HeLa A3F-eYFP + Vif (tagged APOBEC3F with the HIV-1 protein that degrades it), YFP fluorescence increase; also: potency is read from the fitted curve at half-maximal effect; % of control where 0% means no effect; nearly all actives have a fitted effect of over 65% in size
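Fluorescence increase (Ex 488/Em 500-530) after overnight compound treatment at 37 deg C flags inhibition of Vif-driven A3F-eYFP loss in stable HeLa A3F-eYFP/Vif cells seeded overnight beforehand.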
RGS4 inhibitor: Inhibitors of Regulator of G Protein Signaling (RGS) 4: qHTS | Potency, µM (series often up to 114 µM), for the others: at the top dose activity change, negative = inhibition, actives largely listed as inhibitors | Transcreener GDP fluorescence polarization, RGS4-accelerated GTP hydrolysis | AID 504845, 2011 | 0.039% of 390,000 active | Regulator of G-protein signaling 4 (Homo sapiens), P49798; also: potency is read from the fitted curve at half-maximal effect; % is scaled to controls: 0 for no effect and ±100 for the full control effect; nearly all actives have a fitted effect of over 75% in size; some results filed as inactive show a strong effect at the top dose
Target sequence (P49798 whole entry, looked up): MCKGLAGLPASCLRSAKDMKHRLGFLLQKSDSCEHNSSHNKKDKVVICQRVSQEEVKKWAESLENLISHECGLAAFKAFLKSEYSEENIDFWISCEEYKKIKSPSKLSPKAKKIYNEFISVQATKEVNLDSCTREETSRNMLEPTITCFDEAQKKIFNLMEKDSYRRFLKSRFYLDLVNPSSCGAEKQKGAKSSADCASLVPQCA
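MLSMR compounds (23 nl, pin-transferred) preincubated 10 min at room temperature with a 500nM (2x) first reagent, then RGS4 at 900nM (2x) plus Transcreener GDP mix added; fluorescence polarization (620/688 nm) read before and after 90 min at 30 °C.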
ERG Ets-DNA blk: qHTS for Small Molecule Inhibitors of the ERG Ets/DNA interaction; AID 624246, 2012; Potency, µM (titrated, usually from 76.9 µM), without a hit: at the top dose FP activity, negative = inhibition, actives largely listed as inhibitors; fluorescence polarization, His-ERG Ets domain / labelled DNA; Transcriptional regulator ERG (Homo sapiens), P11308; 0.028% of 370,000 active; active = well fitted inhibition curve with a large enough effect in the polarisation, with a control signal flat; inconclusive = small, poorly fitted or top-dose-only effect, or effect the other way, or a change in a side signal; inactive = no such curve, though single readings can be large or run the other way; the % refers to the polarisation;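 also: polarization taken with two DNA probes labelled with fluorescein and Texas red; potency is read from the fitted curve at half-maximal effect; % of control where 0% means no effect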
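His-tagged ERG Ets domain (1 uM in the protein solution; 300mM KCl, 50mM Tris-HCl, 1mM EDTA, 1mM DTT, pH 7.5) received compound, then a probe mix of 5 nM fluorescein-DNA and 100nM Texas-615-DNA. Fluorescence polarization was read for both dyes.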
D2 antagonist: HTS Assay for Allosteric Antagonists of the Human D2 Dopamine Receptor: Primary Screen for Antagonists; AID 485344, 2010; D(2) dopamine receptor (Homo sapiens), P14416; inhibition, % at 10 µM; 2% of 340,000 active; HEK293 TREx D2 cells, calcium flux, dopamine EC80; in the data active = inhibition above about 30%; also: 0% is about no effect
Target sequence (P14416 whole entry, looked up): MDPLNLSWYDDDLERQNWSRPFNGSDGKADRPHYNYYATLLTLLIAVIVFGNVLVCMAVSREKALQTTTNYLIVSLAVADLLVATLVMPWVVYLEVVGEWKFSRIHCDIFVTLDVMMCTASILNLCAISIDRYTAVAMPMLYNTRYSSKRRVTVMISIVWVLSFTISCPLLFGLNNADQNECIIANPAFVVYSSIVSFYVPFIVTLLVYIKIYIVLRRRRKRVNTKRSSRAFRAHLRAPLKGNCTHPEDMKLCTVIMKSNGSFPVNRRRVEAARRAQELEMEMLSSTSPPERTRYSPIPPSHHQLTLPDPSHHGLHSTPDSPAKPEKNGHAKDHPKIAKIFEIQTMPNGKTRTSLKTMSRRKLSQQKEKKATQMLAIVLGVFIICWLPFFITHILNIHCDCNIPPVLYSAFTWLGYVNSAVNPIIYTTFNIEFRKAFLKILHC
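Calcium flux kinetic readout in an inducible HEK293 TREx D2 line plated overnight at 30 C. After 180 s compound exposure, an EC80 dopamine challenge follows with another 180 s kinetic read to detect antagonism.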
D2 agonist: HTS Assay for Allosteric Agonists of the Human D2 Dopamine Receptor: Primary Screen for Agonists; activation, % at 2 µM; HEK293 T-REx D2 cells, calcium flux agonist mode; D(2) dopamine receptor (Homo sapiens), P14416; 0.53% of 340,000 active; AID 485358, 2010;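 active = activation over 3 SD above normal in the single-dose calcium agonist read, cut at about 30% in these data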; also: 0% is about no effect
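Agonism is scored from calcium flux in a force-coupled, inducible HEK293 cell line expressing D2, read kinetically for 180 s after compound addition against dopamine controls.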
* marks the source's active call; other numbers are inactive results; [ ] = dose if it differs, or a comment. Unless noted, calls follow the shape of the dose curve; as a rule, active = well fitted curve in the direction sought with a large enough effect; inconclusive = small, poorly fitted or top-dose-only effect, or another doubt; inactive = no such curve, though single readings can be large; an effect the other way counts as inactive or inconclusive. An excerpt; the hit share may differ from the screen's.

Screening O=C1Nc2ncccc2OC1CCO (stereo not drawn) returned LDHA inh -5, Vif-APOBEC3G blk -6%, Glioma ERSR ind -4%, 12-LOX inh -5%, Vif-A3F inh -9%, RGS4 inhibitor -6%[11.4 µM], ERG Ets-DNA blk -6%, D2 antagonist -1 and D2 agonist 0.5.
`CCOc1cc2c(cc1OCC)C(c1ccc(F)cc1)NCC2` (stereo not drawn) gave LDHA inh -2, Vif-APOBEC3G blk 3%, Glioma ERSR ind -5%, 12-LOX inh 86%[activator], Vif-A3F inh -11%, RGS4 inhibitor 13% and ERG Ets-DNA blk 2%.
Cc1ccc(CNC(=O)CC(C)CC2=NS(=O)(=O)c3ccccc3N2)cc1 (stereo not drawn) was read as LDHA inh -14, Vif-APOBEC3G blk 1%, Glioma ERSR ind -3%, 12-LOX inh -28%, Vif-A3F inh -70%, RGS4 inhibitor 32%, ERG Ets-DNA blk 1% and D2 agonist -0.3.
For Cc1csc(SCC(=O)Nc2cc(S(=O)(=O)N3CCOCC3)ccc2N2CCOCC2)n1 the results were LDHA inh -2, Vif-APOBEC3G blk 1%, Glioma ERSR ind -2%, 12-LOX inh 3%, Vif-A3F inh 5%, RGS4 inhibitor -21%, ERG Ets-DNA blk -4%, D2 antagonist 22 and D2 agonist 0.7.
CCN(C(=O)CSc1nncn1-c1ccccc1)C1CCS(=O)(=O)C1 (stereo not drawn) was read as LDHA inh -5, Vif-APOBEC3G blk -1%, Glioma ERSR ind -4%, 12-LOX inh 1%, Vif-A3F inh 4%, RGS4 inhibitor -1%, ERG Ets-DNA blk -5%, D2 antagonist 7 and D2 agonist -0.2.
Screening O=C(COC(=O)c1ccc2c(c1)OCCO2)NCCC1=CCCCC1 returned LDHA inh -1, Vif-APOBEC3G blk -5%, Glioma ERSR ind 0%, 12-LOX inh 96%[activator], Vif-A3F inh -11%, RGS4 inhibitor -2%, ERG Ets-DNA blk 9%, D2 antagonist 2 and D2 agonist -0.2.
`CC(=O)n1nc(-c2ccccc2)nc1NCc1ccc(N(C)C)cc1` gave LDHA inh -6, Vif-APOBEC3G blk -4%, Glioma ERSR ind 3%, 12-LOX inh 11%, Vif-A3F inh 7%, RGS4 inhibitor 0%, ERG Ets-DNA blk 13%, D2 antagonist 1 and D2 agonist -2.0.
Screening CCn1c(O)c(C=NC2CCCC2)sc1=S returned LDHA inh -5, Vif-APOBEC3G blk -3%, Glioma ERSR ind 2%, 12-LOX inh inconclusive, Vif-A3F inh -10%, RGS4 inhibitor -12%, ERG Ets-DNA blk -27%, D2 antagonist -13 and D2 agonist -0.1.
Screening Cc1cc(=O)oc(C)c1C(=O)NCCC1=CCCCC1 returned LDHA inh 1, Vif-APOBEC3G blk 2%, Glioma ERSR ind -3%, 12-LOX inh 0%, Vif-A3F inh 2%, RGS4 inhibitor -8%, ERG Ets-DNA blk 6%, D2 antagonist 6 and D2 agonist -0.2.
For O=C(NCc1ccccc1)c1cccnc1Sc1ccccc1 the results were LDHA inh -1, Vif-APOBEC3G blk 0%, Glioma ERSR ind 1%, 12-LOX inh 7%, Vif-A3F inh inconclusive, RGS4 inhibitor 16%, ERG Ets-DNA blk 14%, D2 antagonist 19 and D2 agonist -0.7.
For Brc1ccc(CN2CCCCCC2)cc1 the results were LDHA inh -9, Vif-APOBEC3G blk -1%, Glioma ERSR ind -4%, 12-LOX inh inconclusive, Vif-A3F inh 2%, RGS4 inhibitor 5% and ERG Ets-DNA blk 9%.
`Cc1ccc(C)c(-n2ccnc2SCC(=O)Nc2cccc(S(=O)(=O)NC3=NCCC3)c2)c1` gave LDHA inh 1, Vif-APOBEC3G blk -13%, Glioma ERSR ind -1%, 12-LOX inh inconclusive, Vif-A3F inh 0%, RGS4 inhibitor 6%, ERG Ets-DNA blk 4%, D2 antagonist -16 and D2 agonist -1.3.
For Cc1cccc(N(C(=O)c2ccc(CN3CCOCC3)o2)C(C(=O)NC2CCCCC2)c2ccc(F)cc2)c1 (stereo not drawn) the results were LDHA inh -3, Vif-APOBEC3G blk 3%, Glioma ERSR ind -3%, 12-LOX inh 7%, Vif-A3F inh 4%, RGS4 inhibitor -10%, ERG Ets-DNA blk -11%, D2 antagonist 5 and D2 agonist -1.6.
CN=C(Nc1ccc(Cl)cc1)c1cccc(C(F)(F)F)c1 was read as LDHA inh 0, Vif-APOBEC3G blk 1%, Glioma ERSR ind 0%, 12-LOX inh -16%, Vif-A3F inh -10%, RGS4 inhibitor -2%, ERG Ets-DNA blk 2%, D2 antagonist 10 and D2 agonist 0.2.
Screening CCOC(=O)C1OC1(c1ccccc1)c1ccccc1 (stereo not drawn) returned LDHA inh 1, Vif-APOBEC3G blk -3%, Glioma ERSR ind -1%, 12-LOX inh -3%, Vif-A3F inh 0%, RGS4 inhibitor -50% and ERG Ets-DNA blk -3%.
COC(=O)C1C(c2ccc(OC)cc2)C(C(=O)OC)S(=O)(=O)C(CCN2CCCCC2)S1(=O)=O (stereo not drawn) was read as LDHA inh -1, Vif-APOBEC3G blk 5%, Glioma ERSR ind -4%, 12-LOX inh -11%, Vif-A3F inh 2%, RGS4 inhibitor 8%, ERG Ets-DNA blk 6%, D2 antagonist 7 and D2 agonist -1.0.
For CN1CCN2c3ncccc3Cc3ccccc3[C@@H]2C1 the results were LDHA inh -4, Vif-APOBEC3G blk -1%, Glioma ERSR ind 3%, 12-LOX inh 15%, Vif-A3F inh 3%, RGS4 inhibitor 10%, ERG Ets-DNA blk -3%, D2 antagonist 15 and D2 agonist 0.4.
For N/C(=N\OC(=O)CC1CCCCC1)c1cccc(Br)c1 the results were LDHA inh -4, Vif-APOBEC3G blk 1%, Glioma ERSR ind 1%, 12-LOX inh 123%[activator], Vif-A3F inh -14%, RGS4 inhibitor 0%, ERG Ets-DNA blk 4%, D2 antagonist -8 and D2 agonist -0.1.
CCOc1ccccc1C1c2cc3c(cc2OC(C)(N2CCCC2)C1C)OCO3 (stereo not drawn) was read as LDHA inh 6, Vif-APOBEC3G blk 2%, Glioma ERSR ind 0%, 12-LOX inh -15%, Vif-A3F inh 3%, RGS4 inhibitor -1% and ERG Ets-DNA blk -18%.
Screening Cc1ccc(/C=C/C(=O)Nc2ccccc2C(N)=O)cc1 returned LDHA inh 0, Vif-APOBEC3G blk -4%, Glioma ERSR ind -3%, 12-LOX inh -1%, Vif-A3F inh 1%, RGS4 inhibitor -3%, ERG Ets-DNA blk 4%, D2 antagonist 14 and D2 agonist -0.4.

Quoted at random: two compounds from above
For Brc1ccc(CN2CCCCCC2)cc1 the results were LDHA inh -9, Vif-APOBEC3G blk -1%, Glioma ERSR ind -4%, 12-LOX inh inconclusive, Vif-A3F inh 2%, RGS4 inhibitor 5% and ERG Ets-DNA blk 9%.
Screening Cc1cc(=O)oc(C)c1C(=O)NCCC1=CCCCC1 returned LDHA inh 1, Vif-APOBEC3G blk 2%, Glioma ERSR ind -3%, 12-LOX inh 0%, Vif-A3F inh 2%, RGS4 inhibitor -8%, ERG Ets-DNA blk 6%, D2 antagonist 6 and D2 agonist -0.2.

(next part)
For O=C(CCNC(=O)c1ccco1)NCCN1C(=O)S/C(=C\c2ccc(F)cc2)C1=O the results were LDHA inh 3, Vif-APOBEC3G blk 0%, Glioma ERSR ind 2%, 12-LOX inh -1%, Vif-A3F inh -1%, RGS4 inhibitor -3%, ERG Ets-DNA blk 4%, D2 antagonist 6 and D2 agonist 0.0.
Screening O=C(COC(=O)c1cccc(NS(=O)(=O)/C=C/c2ccccc2)c1)Nc1ccccc1OC(F)F returned LDHA inh 0, Vif-APOBEC3G blk -10%, Glioma ERSR ind -3%, 12-LOX inh -25%, Vif-A3F inh -3%, RGS4 inhibitor 11%, ERG Ets-DNA blk -4%, D2 antagonist -3 and D2 agonist -1.7.
Screening S=C(c1ccc(-c2ccc(Cl)cc2Cl)o1)N1CCCCC1 returned LDHA inh 0, Vif-APOBEC3G blk 4%, Glioma ERSR ind 13%, 12-LOX inh inconclusive, Vif-A3F inh 4%, RGS4 inhibitor inconclusive, ERG Ets-DNA blk 0%, D2 antagonist 2 and D2 agonist 0.6.
Screening Cc1ccc(NC(=O)Nc2nnc(Cc3ccc([N+](=O)[O-])cc3)s2)cc1C returned LDHA inh -8, Vif-APOBEC3G blk -1%, Glioma ERSR ind -2%, 12-LOX inh -23%, Vif-A3F inh -8%, RGS4 inhibitor 18%, ERG Ets-DNA blk 0%, D2 antagonist 0 and D2 agonist -0.1.
Screening COC(=O)c1ccc(CN2C(=O)NC(CC(C)C)C2=O)cc1 (stereo not drawn) returned LDHA inh -6, Vif-APOBEC3G blk -3%, Glioma ERSR ind -3%, 12-LOX inh 13%, Vif-A3F inh 5%, RGS4 inhibitor -11% and ERG Ets-DNA blk 3%.
